PNC assembly inh: High Content Assay for Compounds that inhibit the Assembly of the Perinucleolar Compartment; PC3M PTB-GFP, PNC prevalence imaging, 16 h; hits give low values; AID 2417, 2010; activity change (PNC), negative = inhibition, % at 10 µM; 3.1% of 140,000 active;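 active = readout at or below -70, meaning at least 70% loss of cells showing the perinucleolar compartment, a nuclear body marking cancer cells; inconclusive = readout between -30 and a set limit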;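 also: plate controls were DMSO wells for no effect and camptothecin positive control wells for full effect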
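PC3M cells stably expressing PTB-GFP, 750–1000 cells/well, treated 16 h at 37 °C with compound (23 nl of library stock), in duplicate. After paraformaldehyde fixation and Hoechst stain, imaged at 20x; PNC prevalence scored by image analysis.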
IMPase inh: qHTS Assay for Identifying the Cell-Membrane Permeable IMPase Inhibitors; 120,000 tested, under 10 active; inhibition (IP1 accumulation), % at 46.1 µM; Inositol monophosphatase 1 (Rattus norvegicus), P97697; AID 901, 2007; CHO-M1 cells, IP1 accumulation, HTRF TR-FRET ratio; active = well fitted curve in the direction sought with a large enough effect in the signal ratio, not every such curve was filed as active; inconclusive = small, poorly fitted or top-dose-only effect, or a change in a side signal; inactive = no such curve, though single readings can be large or run the other way; the % refers to the signal ratio;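 also: cells stimulated with carbachol in lithium chloride buffer; plate controls were DMSO basal wells for no effect and reference inhibitor wells for full effect; higher means more IMPase inhibition seen as more IP1 and lower FRET ratio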
Target sequence (P97697 whole entry, looked up): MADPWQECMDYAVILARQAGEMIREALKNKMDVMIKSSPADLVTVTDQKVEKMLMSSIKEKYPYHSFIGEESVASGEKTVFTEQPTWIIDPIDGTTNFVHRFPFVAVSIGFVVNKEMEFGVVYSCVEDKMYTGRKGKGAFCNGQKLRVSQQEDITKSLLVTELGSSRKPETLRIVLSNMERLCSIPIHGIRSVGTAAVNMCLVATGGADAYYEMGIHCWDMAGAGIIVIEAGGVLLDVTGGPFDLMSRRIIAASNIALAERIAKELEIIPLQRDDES
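Cellular IMPase inhibition is scored as a rise in cytosolic IP1, detected by competitive TR-FRET between d2-labelled IP1 and a europium anti-IP1 antibody. M1-expressing CHO cells were stimulated with carbachol for 30 min at 37C, with lithium (50 mM LiCl) present in the buffer.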
12-hLO inh: qHTS Assay for Inhibitors of 12-hLO (12-human lipoxygenase); Polyunsaturated fatty acid lipoxygenase ALOX12 (Homo sapiens), P18054; purified 12-hLO, xylenol orange hydroperoxide absorbance; Potency, µM (top dose mostly 57.1 µM), for the others: at the top dose activity change, negative = inhibition, usual class: inhibitors; 0.12% of 150,000 active; AID 1452, 2008; also: potency is read from the fitted curve at half-maximal effect; nearly all actives have a fitted effect of over 55% in size; many of its hits are not listed in these tables
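Hydroperoxide formation by human 12-lipoxygenase from 40 uM arachidonic acid was followed colorimetrically via ferric-xylenol orange complex, using the 573/405 nm absorbance ratio. Enzyme concentration was 150 nM, with 30 min reaction at room temperature.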
ALOX15B inhib: qHTS Assay for Inhibitors of 15-hLO-2 (15-human lipoxygenase 2) | purified 15hLO-2, xylenol orange hydroperoxide absorbance | Polyunsaturated fatty acid lipoxygenase ALOX15B (Homo sapiens), O15296 | 0.56% of 110,000 active | Potency, µM (doses to about 57.1 µM), without a hit: at the highest dose activity change, negative = inhibition, usual class: inhibitors; also: potency is read from the fitted curve at half-maximal effect; nearly all actives have a fitted effect of over 60% in size; many of its hits are not listed in these tables
Target sequence (O15296 whole entry, looked up): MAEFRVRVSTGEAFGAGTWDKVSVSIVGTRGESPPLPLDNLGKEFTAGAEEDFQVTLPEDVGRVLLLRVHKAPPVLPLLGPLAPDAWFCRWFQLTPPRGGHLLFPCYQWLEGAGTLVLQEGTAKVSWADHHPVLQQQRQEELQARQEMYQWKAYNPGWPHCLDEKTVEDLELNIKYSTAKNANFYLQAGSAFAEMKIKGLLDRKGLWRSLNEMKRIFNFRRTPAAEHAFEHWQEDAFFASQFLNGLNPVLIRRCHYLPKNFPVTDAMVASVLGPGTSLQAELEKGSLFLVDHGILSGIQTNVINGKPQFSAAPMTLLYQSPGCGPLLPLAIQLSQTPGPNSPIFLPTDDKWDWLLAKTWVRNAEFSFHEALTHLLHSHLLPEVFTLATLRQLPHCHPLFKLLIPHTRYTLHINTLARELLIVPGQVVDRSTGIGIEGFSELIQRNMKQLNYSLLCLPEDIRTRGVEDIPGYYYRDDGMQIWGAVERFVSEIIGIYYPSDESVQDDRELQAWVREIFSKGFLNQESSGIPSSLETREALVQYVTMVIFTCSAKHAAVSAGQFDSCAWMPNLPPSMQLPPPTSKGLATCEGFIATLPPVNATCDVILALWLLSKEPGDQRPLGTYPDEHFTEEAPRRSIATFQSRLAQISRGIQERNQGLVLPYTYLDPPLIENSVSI
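Enzyme 50 nM, AA 45 uM, 25 mM Hepes pH 7.5 + 0.01% Triton X-100; cpd preinc 15 min RT, rxn 90 min RT; stop/detect with 200 uM XO + 300 uM Fe(II) in 50 mM H2SO4, 30 min; A573/A405.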
Starred values were filed as active, the others as inactive; ? = inconclusive; . = not tested or not shown; [ ] = another dose, or the depositor's remark. Unless noted, calls follow the shape of the dose curve; as a rule, active = well fitted curve in the direction sought with a large enough effect; inconclusive = small, poorly fitted or top-dose-only effect, or another doubt; inactive = no such curve, though single readings can be large; an effect the other way counts as inactive or inconclusive. Unless noted, % is scaled to controls: 0 for no effect and ±100 for the full control effect.

Start of the data: the first 3 records, ahead of the listing:
Screens in order – ALOX15B inhib	PNC assembly inh	IMPase inh	12-hLO inh
> Cc1ccc(C2C3=C(CC(C)(C)CC3=O)Nc3n[nH]c(C)c32)cc1 (stereo not given)
→ 42.9%[activator]	?	-5.8	-3.4%
> CC(C)c1ccccc1NC(=O)COC(=O)Cc1cccc(C(F)(F)F)c1
→ .	12.9	.	1.2%
> CCOC(=O)c1c(NC(=O)CSc2nnnn2C)sc(C)c1C
→ -6.5%	72.1	6.0	0.8%

The whole of this part, from the start:
Screens in order – ALOX15B inhib	PNC assembly inh	IMPase inh	12-hLO inh
> Cc1ccc(C2C3=C(CC(C)(C)CC3=O)Nc3n[nH]c(C)c32)cc1 (stereo not given)
→ 42.9%[activator]	?	-5.8	-3.4%
> CC(C)c1ccccc1NC(=O)COC(=O)Cc1cccc(C(F)(F)F)c1
→ .	12.9	.	1.2%
> CCOC(=O)c1c(NC(=O)CSc2nnnn2C)sc(C)c1C
→ -6.5%	72.1	6.0	0.8%
> Cc1ccc(-n2sc3ccccc3c2=O)cc1S(=O)(=O)N1CCCCC1
→ 0.631µM*	?	5.1	3.16µM*
> COc1ccccc1N1CCN(CC(=O)c2ccc3ccn(C(C)=O)c3c2)CC1
→ -3.4%	-10.8	5.0	-5.7%
> COc1ccc2nc(SCC(=O)NCc3ccc4c(c3)OCO4)[nH]c2c1
→ .	16.4	.	-0.3%
> O=C(O)C1CCN1C1CCCCC1 (stereo not given)
→ -7.9%	51.6	-6.2	6.0%
> COc1ccc(NC(=O)C2C3C=CC(O3)C2C(=O)NCc2cccnc2)cc1 (stereo not given)
→ -6.4%	?	2.1	-1.9%
> O=C(COC(=O)c1ccc(Sc2ccccc2)c([N+](=O)[O-])c1)NC1CCCc2ccccc21 (stereo not given)
→ -20.8%	9.2	1.0	0.4%
> O=C(Nc1ccc(-c2nc3ccccc3s2)c(O)c1)C1=COCCO1
→ .	15.1	.	1.9%
> CCc1cc2c(cc3c(=O)n(CC(=O)N4CCN(c5ccccn5)CC4)nc(CC)n32)s1
→ -2.2%	-23.9	-7.6	5.0%
> CCNc1nc(N)c(C(=C(C#N)C#N)c2ccccc2)s1
→ -11.0%	13.7	-2.4	-6.5%
> O=C(N/N=C/c1ccccc1[N+](=O)[O-])c1ccc(CN2CCOCC2)cc1
→ .	-28.2	.	-1.1%
> COC(=O)c1nn(-c2ccc3c(c2)CCN3C(C)=O)cc1O
→ -5.1%	21.8	-3.9	0.8%
> COc1ccc(OC)c(C(=O)COC(=O)c2ccc(C)o2)c1
→ 12.1%	-2.0	3.7	-4.1%
> CCOC(=O)c1c(-c2ccc(C)cc2)csc1NC(=O)c1cccc(N2C(=O)CCC2=O)c1
→ .	?	.	0.8%
> CCN(CCO)c1ncnc2c1sc1nc(CC(C)C)c3c(c12)CC(C)(C)OC3
→ 23.1%	36.1	2.7	-3.3%
> Cc1ccc(C)c(NC(=O)CSc2ccc(-c3ccco3)nn2)c1
→ .	-5.0	2.3	-0.7%
> CC(=O)Nc1ccccc1C(=O)C(=O)O
→ -9.7%	21.3	-5.4	3.9%
> Cc1nc(N2CCN(c3ccccc3)CC2)nc2c1C(=O)CC(c1ccccc1)C2 (stereo not given)
→ 6.6%	-9.6	?	-0.4%
> C[n+]1cn(/N=C/c2ccccc2)c2ccccc21
→ .	14.1	.	2.6%
> Cc1cc(SCC(=O)N/N=C/c2ccc(O)cc2O)c(C)cc1Br
→ 8.9%	?	2.1	?
> Cc1noc(C)c1C(=O)N1CCC(Cc2ccccc2)CC1
→ 4.8%	4.1	0.9	2.1%
> O=c1cc(O)c2c(=O)n(-c3ccccc3)c3ccccc3c2o1
→ -14.5%	-1.1	4.7	2.9%
> CCCCCOc1ccc(NC(=O)CCCC(=O)O)cc1
→ 2.0%	?	11.6	2.2%
> CC(C)CN(C(=O)CN1CCN(c2ccc(F)cc2)CC1)c1c(N)n(CC(C)C)c(=O)[nH]c1=O
→ .	?	1.4	-0.5%
> Cc1nc(N)sc1N=Nc1ccc(Br)cc1
→ 6.8%	35.6	-3.0	?
> CC(=O)c1nc(N2C(=O)C3CC=C(C)CC3C2=O)sc1C (stereo not given)
→ -0.7%	23.3	?	0.5%
> Cc1nc2ccccc2n1C1CC(=O)N(Cc2ccccc2)C1=O (stereo not given)
→ -1.6%	17.7	14.8	-0.4%
> COc1ccccc1C(=O)Nc1cc2cc(Cl)ccc2oc1=O
→ -27.9%	37.4	-3.3	7.9%
> O=C(Cc1c(Cl)cccc1Cl)NCCc1ccc(Cl)cc1
→ .	-5.4	.	2.6%
> COC(=O)c1ccc(CSc2nc3ccccc3c(=O)n2CC(C)C)o1
→ -1.5%	?	12.0	0.1%
> CCCN1CN(CCc2ccccc2)CNC1=S
→ .	-4.4	1.0	?
> CCOc1ccc(Br)cc1S(=O)(=O)N1CCCC1
→ .	49.0	-6.8	-3.4%
> CC(C)(C)c1ccc(OCC(=O)NNC(=S)NC(=O)c2ccccc2[N+](=O)[O-])c(Br)c1
→ .	?	?	0.4%
> O=C(COc1ccc(Cl)cc1Cl)N/N=C1\CCCc2ccccc21
→ 7.7%	?	2.4	-15.9%
> CCCC(=O)Nc1ccccc1NC(=O)CCC
→ 3.0%[2.29 µM]	20.6	-8.0	-3.7%
> O=C(O)c1ccc(-c2ccc(Cl)cc2Cl)o1
→ -6.6%	49.2	2.4	7.6%
> CCN(CC)S(=O)(=O)c1ccc(OC)c(NC(=O)CSc2cc(C)ccc2C)c1
→ .	-28.9	.	0.2%
> Cc1nc2sc(C(c3ccccc3)N3CCN(C(=O)c4ccco4)CC3)c(O)n2n1 (stereo not given)
→ .	-10.5	9.7	0.7%
> O=C(COC(=O)CNC(=O)c1cccc([N+](=O)[O-])c1)Nc1cccc(S(=O)(=O)N2CCCCC2)c1
→ .	17.6	8.7	-4.0%
> CC1=C(C)CS(=O)N(S(=O)(=O)c2ccccc2)C1 (stereo not given)
→ ?	22.6	6.3	-3.0%
> CC(/C=N/NC(=O)c1ccc(Br)cc1)=C\c1ccccc1
→ -6.3%	?	1.2	1.2%
> O=C(c1cc(C(F)(F)F)cc(C(F)(F)F)c1)N1CCC2(CCN(Cc3ccccc3)CC2)CC1
→ 31.8%[activator]	.	.	5.2%
> Cc1occc1C(=O)NC(C)CCc1ccccc1 (stereo not given)
→ -1.4%	-17.2	-0.8	-3.8%
> Cc1cc(C)nc(NC(=O)c2ccc([N+](=O)[O-])o2)n1
→ .	-86.0*	.	-1.7%
> CCN1/C(=C/c2ccc3ccccc3[n+]2CC)C=Cc2ccccc21
→ 0.7%	-21.3	32.0[activator]	-0.4%
> CCOc1cc(C2/C(=C(/O)c3ccc(OC(C)C)cc3)C(=O)C(=O)N2CCCOC)ccc1O (stereo not given)
→ -0.4%	-20.1	-0.8	0.8%
> Cc1cc(NC(=O)CC(CN(C)S(=O)(=O)c2ccccc2)c2ccccc2)no1 (stereo not given)
→ .	-16.9	2.8	-5.5%
> Cc1sc2ccccc2[n+]1CCC(=O)O
→ -5.1%[11.4 µM]	.	.	-2.7%[11.4 µM]
> O=C(OCC#CCSc1nnc(-c2ccncc2)o1)c1cccs1
→ -0.8%	-28.1	-1.3	2.3%
> COc1ccccc1C(CC(=O)Nc1ccccc1C)c1ccc(OC(C)C)cc1 (stereo not given)
→ .	-13.7	-7.4	2.8%
> CCCOc1ccc(C2C(=O)N(C3CCCCCC3)CC(=O)N2Cc2ccco2)cc1OC (stereo not given)
→ 0.2%	27.3	-1.5	1.4%
> COc1ccc(CNC(=O)C2CCC(CNS(=O)(=O)c3cccc4nsnc34)CC2)cc1 (stereo not given)
→ 4.4%	?	-3.6	0.9%
> O=C(CCCn1c(=S)[nH]c2cc3c(cc2c1=O)OCO3)NC1CC1
→ 10.3%	?	-2.4	-2.5%
> O=C(O)CCCCCN1C(=O)CCC1=O
→ 1.9%	21.5	9.0	-1.9%
> Cc1ccc(-c2nn3c(C)nnc3s2)cc1N
→ -1.4%	0.7	6.2	-1.5%
> OC(Cc1nc2ccccc2[nH]1)c1ccccc1Cl (stereo not given)
→ 2.9%	-7.0	8.6	2.1%
> CSc1nc(C)c2c(n1)N(c1ccc(F)cc1)CC2
→ -2.7%	17.5	2.2	-4.7%
> O=C(NC1=NCCS1)c1cc2ccccc2o1
→ 2.3%	2.8	-0.5	2.7%

An excerpt from above with just ALOX15B inhib and IMPase inh:
structure,ALOX15B inhib,IMPase inh
O=C(CCCn1c(=S)[nH]c2cc3c(cc2c1=O)OCO3)NC1CC1,10.3%,-2.4
Cc1ccc(-c2nn3c(C)nnc3s2)cc1N,-1.4%,6.2

Later entries
Screens in order – ALOX15B inhib	PNC assembly inh	IMPase inh	12-hLO inh
> CCOc1ccc(-n2c(C)c(C(C)=O)c(C(C)=O)c2C)cc1
→ .	?	14.1[0.0738 µM]	-0.9%
> O=C(COc1ccccc1[N+](=O)[O-])N/N=C/c1cccc(OC(=O)c2ccc3c(c2)OCO3)c1
→ .	27.4	-9.9	-6.1%
> Cc1ccc(NC(=O)c2ccc(Cn3cc(Br)cn3)o2)cc1
→ .	-4.9	8.8	-13.4%
> COCCN(C(=O)CSc1nnc(C)n1-c1ccccc1)c1c(N)n(Cc2ccccc2)c(=O)[nH]c1=O
→ .	59.5	.	-0.1%
> O=C(NCCN1CCOCC1)c1c(F)c(F)c(F)c(F)c1F
→ 5.2%	-23.9	-5.0	-3.1%
> CC(=O)Nc1cccc(NC(=O)C2CC3CCC2C3)c1 (stereo not given)
→ -9.5%	-23.3	9.0	1.8%
> CCN(CC)CCN1C(=O)c2oc3ccccc3c(=O)c2C1c1ccccc1 (stereo not given)
→ 9.9%	?	-10.2	?
> COc1ccc(NC2=C(C)C(=O)CC2)cc1
→ 2.6%	-22.2	4.4	-0.1%
> Cc1nc(NC(=O)C2CC3CCCC(C2)C3=O)sc1C (stereo not given)
→ 7.4%[2.29 µM]	-122.4*	3.0	3.6%
> CCCc1nn2c(=O)cc(O)nc2s1
→ .	?	.	-0.5%
> O=C1CN(c2nnnn2-c2ccccc2)CCN1
→ 2.5%	0.3	0.7	0.0%
> CCOC(=O)c1sc(N)c(C#N)c1COC(=O)CNC(=O)c1cc(OC)c(OC)c(OC)c1
→ -4.3%	8.9	2.2	-3.4%
> Cc1csc(NC(=O)C2CCCO2)n1 (stereo not given)
→ 9.0%[2.29 µM]	15.4	1.6	-3.2%
> Cc1ccc(S(=O)(=O)N/N=C\c2ccc([N+](=O)[O-])o2)cc1
→ -12.5%	-112.1*	0.1	-2.0%
> Nc1ncnc2c1ncn2CCCCC(=O)O
→ -1.7%[11.4 µM]	.	.	3.1%[11.4 µM]
> CCCc1nc2oc(C(=O)c3ccccc3)c(N)c2c2c1COC(C)(C)C2
→ -7.9%	?	7.2	9.7%
> C=CCn1c(SCc2nc3ccccc3nc2C)nnc1-c1ccoc1C
→ -27.4%	?	-5.4	-6.4%
> O=C(CSc1nnc(-c2ccccc2)n1-c1ccccc1)c1ccc[nH]1
→ .	?	-0.9	1.3%
> COc1ccc(/C=N/NC(=O)c2ccc3ccccc3c2)cc1OS(=O)(=O)c1ccc(NC(C)=O)cc1
→ -12.0%	?	5.2	-5.8%
> O=C(Oc1ccc2c(=O)c(Cl)coc2c1)c1cccnc1
→ -3.6%	-26.2	0.9	4.1%
> Cc1ccc(S(=O)(=O)N(CC(O)CN2CCOCC2)c2cc(Cl)ccc2Cl)cc1 (stereo not given)
→ 5.1%	-14.1	-5.5	-8.1%

Some of the compounds tested, so the mix of outcomes need not match the whole.
